M1AAP inhibition = P. falciparum M1AAP inhibitors, biochemical, fluorogenic H-Leu-NHMec substrate, 1536-well (AID 1445) | Aminopeptidase N (Plasmodium falciparum (isolate 3D7)) | recombinant M1AAP, H-Leu-NHMec fluorogenic kinetic assay; higher % means a stronger effect | one-dose inhibition, % at 30 µM; IC50 in µM for titrated hits | 220,000 compounds, 0.42% hits;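 active = primary inhibition above the hit cutoff, then over 50% inhibition at one or more dose response concentrations, cut at about 23% in these data, passing the limit was not always enough; inconclusive = conflicting primary data, or primary hits not chosen for dose response; inactive = low primary inhibition, or under 50% at every dose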;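 note: plate controls were DMSO full reaction for no effect and no enzyme background for full effect; strong numbers were not always called active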
Myeloid diff MLP = induction of myeloid progenitor differentiation, primary screen, cell-based, flow cytometry, MLPCN library | AID 624256, 2012 | ER-HoxA9 myeloid progenitors, lysozyme-GFP differentiation | 360,000 compounds, 1% hits | calls only at 10 µM;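 active = normalized GFP-positive differentiation at or above the plate's own cutoff, the solvent-only control mean plus 3 SD; inconclusive = no clear call, values can overlap the other calls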;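 note: cells exposed to compound for four days before flow analysis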
PMI inhibition = human PMI inhibitors, high substrate, primary screen, biochemical, fluorescence intensity, high mannose 6-phosphate (AID 1220); Mannose-6-phosphate isomerase (Homo sapiens); recombinant PMI enzyme, coupled fluorescence intensity; higher % means a stronger effect; inhibition, % at 20 µM; hits with a dose series show IC50 in µM; 190,000 compounds, 0.66% hits
CSM14.1 death rescue = rescue of cells from ER stress-induced death, primary screen, 384-well, CSM14.1, thapsigargin, ATP luminescence (AID 1222); 190,000 tested, under 10 active; CSM14.1 thapsigargin-induced death rescue, ATP luminescence; higher % means a stronger effect; one-dose cellular ATP content (survival), % at 20 µM; EC50 in µM for titrated hits;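 active = EC50 below 50 µM in the dose-response confirmation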;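 note: death triggered by thapsigargin at about 15 µM added after 2 h compound pretreatment; cell ATP read after overnight thapsigargin exposure of roughly 18 to 22 hours; normalized against plate controls of thapsigargin alone and 5% DMSO vehicle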
P. falciparum M17LAP = P. falciparum M17LAP inhibitors, primary screen, biochemical, fluorogenic H-Leu-NHMec substrate, 1536-well (AID 1619); Leucine aminopeptidase (Plasmodium falciparum (isolate 3D7)); recombinant M17LAP, H-Leu-NHMec fluorogenic kinetic assay; higher % means a stronger effect; inhibition, % at 30 µM, or IC50 in µM where a hit was titrated; 220,000 compounds, 0.38% hits;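 active = compound inhibiting the enzyme by more than half at any dose during confirmatory dose-response retesting; inconclusive = strong single-dose inhibitors picked by rank but not retested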;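 note: plate controls were full reaction with DMSO carrier for no effect and no enzyme background for full effect; strong numbers were not always called active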
TNAP activators = human TNAP enzyme activators, primary screen, biochemical, luminescent, no phosphate acceptor, uHTS (AID 1001). Alkaline phosphatase, tissue-nonspecific isozyme (Homo sapiens). purified TNAP, luminescent activation assay, no phosphate acceptor; higher activation fold means a stronger effect. one-dose activation fold at 20 µM; EC50 in µM for titrated hits. 200,000 compounds, 0.03% hits; in the data active = activation fold from about 3, or a potency from the dose series; inactive = the rest, 99 in 100 with activation fold below about 1.6; note: many of its hits are not listed in these tables
XIAP displacement = XIAP antagonists, biochemical, IAP family, fluorescence polarization (AID 1018) | E3 ubiquitin-protein ligase XIAP (Homo sapiens) | XIAP BIR domain, fluorescence polarization peptide displacement; higher % means a stronger effect | one-dose displacement, % at 20 µM; IC50 in µM for titrated hits | 200,000 compounds, 0.007% hits; in the data active = displacement above about 50%; note: a part of the inactive calls stands beside numbers as strong as those of hits
LYP inhibition = inhibitors of LYP phosphatase, biochemical, fluorescence intensity, uHTS (AID 1779); recombinant LYP phosphatase, fluorescence intensity; higher % means a stronger effect; 290,000 compounds, 0.054% hits; inhibition, % at 11.5 µM, or IC50 in µM where a hit was titrated;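 note: plate controls were vehicle with enzyme for no effect and no enzyme for full effect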
human PMI inhibition = inhibitors of human PMI, primary screen, biochemical, fluorescence intensity, coupled assay (AID 1209); Mannose-6-phosphate isomerase (Homo sapiens); purified PMI enzyme, coupled fluorescence intensity; higher % means a stronger effect; one-dose inhibition, % at 20 µM; IC50 in µM for titrated hits; 190,000 compounds, 0.42% hits;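 note: plate controls were DMSO vehicle for no effect and wells lacking substrate for full effect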
Myeloid diff MLP GFP+ MAC1+ % = also measured in Myeloid diff MLP; calls as there; GFP+ MAC1+ double positive, %; measured here: differentiation confirmed by MAC1 staining
Numbers without * were called inactive. Cut-off read from the data, not from the text of the source, unless noted: active = inhibition above about 50%; inactive = the rest.

Screening CC(=O)Nc1cccc(Oc2nc(-c3ccccn3)nc3ccccc23)c1 returned M1AAP inhibition -1%, Myeloid diff MLP inactive, P. falciparum M17LAP -12%, LYP inhibition -4% and Myeloid diff MLP GFP+ MAC1+ % 0.9.
For Cc1cc(C)n(/N=C/c2ccco2)c(=O)c1C#N the results were M1AAP inhibition 6%, Myeloid diff MLP inactive, PMI inhibition 13%, CSM14.1 death rescue -0.9%, P. falciparum M17LAP 14%, TNAP activators 1.1, XIAP displacement -5.7%, LYP inhibition -2%, human PMI inhibition 1% and Myeloid diff MLP GFP+ MAC1+ % 0.0.
For C1CCc2c(nc3nnnn3c2NCC2CC2)C1 the results were M1AAP inhibition 6%, Myeloid diff MLP inactive, P. falciparum M17LAP 10%, LYP inhibition -4% and Myeloid diff MLP GFP+ MAC1+ % 0.2.
For O=C(CSc1nnnn1-c1ccc2c(c1)OCCO2)N1CCc2ccccc21 the results were M1AAP inhibition -9%, Myeloid diff MLP inactive, PMI inhibition -8%, CSM14.1 death rescue 1.5%, P. falciparum M17LAP 9%, TNAP activators 1.1, XIAP displacement -20%, LYP inhibition -1%, human PMI inhibition -7% and Myeloid diff MLP GFP+ MAC1+ % 9.2.
Screening O=C(Cn1c(=O)oc2cc(S(=O)(=O)N3CCCC3)ccc21)Nc1ccccc1Br returned M1AAP inhibition 2%, Myeloid diff MLP inactive, P. falciparum M17LAP -7%, LYP inhibition -7% and Myeloid diff MLP GFP+ MAC1+ % 0.4.
`Nc1nonc1C(=O)NCCNCc1c(OCc2ccccc2F)ccc2ccccc12` gave M1AAP inhibition -4%, Myeloid diff MLP inconclusive, PMI inhibition 6%, CSM14.1 death rescue -4.0%, P. falciparum M17LAP 6%, TNAP activators 1.1, XIAP displacement -12%, LYP inhibition -4% and human PMI inhibition 13%.
CCc1ccc(NC(=O)CS(=O)CC(=O)NCC2OCCc3ccccc32)cc1 (stereo not drawn) was read as M1AAP inhibition -5%, Myeloid diff MLP inactive, PMI inhibition -18%, CSM14.1 death rescue 0.2%, P. falciparum M17LAP -1%, TNAP activators 1, XIAP displacement -5.0%, LYP inhibition -6%, human PMI inhibition -12% and Myeloid diff MLP GFP+ MAC1+ % 0.6.
For Cc1nc2ccc(S(=O)(=O)NCC(=O)NCc3ccc4c(c3)OCO4)cc2s1 the results were M1AAP inhibition 2%, Myeloid diff MLP inactive, PMI inhibition -8%, CSM14.1 death rescue -2.1%, P. falciparum M17LAP 9%, TNAP activators 1.1, XIAP displacement -2.5%, LYP inhibition -2%, human PMI inhibition 0% and Myeloid diff MLP GFP+ MAC1+ % 0.9.
For C/C(Cl)=C/Cn1c(SCCN2CCOCC2)nc2c1c(=O)[nH]c(=O)n2C the results were M1AAP inhibition 3%, Myeloid diff MLP inactive, PMI inhibition -2%, CSM14.1 death rescue 0.0%, P. falciparum M17LAP 0%, TNAP activators 1, XIAP displacement -6.8%, LYP inhibition -8%, human PMI inhibition -1% and Myeloid diff MLP GFP+ MAC1+ % 0.6.
Screening Cc1nc2scc(-c3ccc(Cl)cc3)c2c(=O)o1 returned M1AAP inhibition 3%, Myeloid diff MLP inactive, PMI inhibition -4%, CSM14.1 death rescue 0.1%, P. falciparum M17LAP 26%, TNAP activators 1.2, XIAP displacement -3.2%, LYP inhibition -10%, human PMI inhibition 0% and Myeloid diff MLP GFP+ MAC1+ % 4.9.
Screening COc1cc(-c2cc(-c3nnco3)c3ccccc3n2)cc(OC)c1OC returned M1AAP inhibition -3%, Myeloid diff MLP inactive, PMI inhibition 2%, CSM14.1 death rescue -0.3%, P. falciparum M17LAP -3%, TNAP activators 1, XIAP displacement -5.2%, LYP inhibition -1%, human PMI inhibition -5% and Myeloid diff MLP GFP+ MAC1+ % 0.5.
CCOc1ccc(/C=N/Nc2nc(N3CCCC3)nc(N3CCCC3)n2)cc1OC was read as M1AAP inhibition 9%, Myeloid diff MLP inactive, PMI inhibition -2%, CSM14.1 death rescue -0.8%, P. falciparum M17LAP 1%, TNAP activators 1.1, XIAP displacement -3.3%, LYP inhibition -3%, human PMI inhibition 7% and Myeloid diff MLP GFP+ MAC1+ % 0.9.
Screening CCOc1ccccc1-n1c(SCC(N)=O)nnc1-c1ccccc1 returned M1AAP inhibition -4%, Myeloid diff MLP inactive, PMI inhibition 11%, CSM14.1 death rescue -0.1%, P. falciparum M17LAP -7%, TNAP activators 1, XIAP displacement -4.0%, LYP inhibition 0%, human PMI inhibition 6% and Myeloid diff MLP GFP+ MAC1+ % 5.0.
`O=C(Nc1ccc(C(=O)N2CCOCC2)cc1)c1cccs1` gave M1AAP inhibition 6%, Myeloid diff MLP inactive, PMI inhibition -15%, CSM14.1 death rescue -0.6%, P. falciparum M17LAP 4%, TNAP activators 1.1, XIAP displacement -3.5%, LYP inhibition -9%, human PMI inhibition -9% and Myeloid diff MLP GFP+ MAC1+ % 1.7.
For CCOc1ccc(OCCCCn2ccnc2)cc1 the results were M1AAP inhibition -5%, Myeloid diff MLP inactive, PMI inhibition 8%, CSM14.1 death rescue -0.3%, P. falciparum M17LAP -3%, TNAP activators 1.1, XIAP displacement -3.1%, LYP inhibition -2%, human PMI inhibition 9% and Myeloid diff MLP GFP+ MAC1+ % 0.2.
For O=C(CSc1cccc(C(F)(F)F)c1)NCc1ccccc1 the results were M1AAP inhibition 0%, Myeloid diff MLP inactive, PMI inhibition 1%, CSM14.1 death rescue -3.3%, P. falciparum M17LAP 5%, TNAP activators 1, XIAP displacement 4.7%, LYP inhibition -6%, human PMI inhibition 16% and Myeloid diff MLP GFP+ MAC1+ % 0.6.
For O=C(CSc1ncnc2c1oc1ccccc12)Nc1ccccc1F the results were M1AAP inhibition 4%, Myeloid diff MLP inactive, PMI inhibition -1%, CSM14.1 death rescue -1.2%, P. falciparum M17LAP 1%, TNAP activators 1.1, XIAP displacement -19%, LYP inhibition 0%, human PMI inhibition -2% and Myeloid diff MLP GFP+ MAC1+ % 1.4.
`COc1ccc(N(C(C)C(=O)Nc2ccc(S(=O)(=O)N3CCOCC3)cc2)S(C)(=O)=O)cc1` (stereo not drawn) gave M1AAP inhibition 5%, Myeloid diff MLP inactive, PMI inhibition -4%, CSM14.1 death rescue 0.2%, P. falciparum M17LAP -4%, TNAP activators 1, XIAP displacement -8.2%, LYP inhibition 3%, human PMI inhibition 5% and Myeloid diff MLP GFP+ MAC1+ % 0.0.
For CCCC(=O)N/C(N)=N/c1nc2ccccc2o1 the results were M1AAP inhibition 8%, Myeloid diff MLP inactive, P. falciparum M17LAP 15%, LYP inhibition 2% and Myeloid diff MLP GFP+ MAC1+ % 0.2.
For C=CCN(c1ccc(OC)cc1)S(=O)(=O)c1ccc(Cl)c(C(=O)OCC(=O)NC2CC2)c1 the results were M1AAP inhibition 10%, Myeloid diff MLP inactive, PMI inhibition -6%, CSM14.1 death rescue 1.2%, P. falciparum M17LAP -4%, TNAP activators 1.1, XIAP displacement -4.2%, LYP inhibition 0%, human PMI inhibition -7% and Myeloid diff MLP GFP+ MAC1+ % 0.1.
Cc1c(O)c(CN2CCCCC2)cc2c1oc(=O)c1ccccc12 was read as M1AAP inhibition 1%, Myeloid diff MLP inactive, PMI inhibition 2%, CSM14.1 death rescue 0.8%, P. falciparum M17LAP 10%, TNAP activators 1.1, XIAP displacement -5.3%, LYP inhibition -11%, human PMI inhibition 6% and Myeloid diff MLP GFP+ MAC1+ % 0.2.
Screening C=CCN1C(=NC(=O)CCC(=O)O)SC2CS(=O)(=O)CC21 (stereo not drawn) returned M1AAP inhibition -4%, Myeloid diff MLP inactive, PMI inhibition -5%, CSM14.1 death rescue 0.4%, P. falciparum M17LAP -11%, TNAP activators 1.1, XIAP displacement -13%, LYP inhibition -3%, human PMI inhibition 2% and Myeloid diff MLP GFP+ MAC1+ % 1.1.
Cc1cccc(OCC(=O)N/N=C/C=C/c2ccco2)c1 was read as M1AAP inhibition 18%, Myeloid diff MLP inactive, PMI inhibition 46%, CSM14.1 death rescue -2.7%, P. falciparum M17LAP 36%, TNAP activators 0.9, XIAP displacement -8.4%, LYP inhibition 0%, human PMI inhibition 19% and Myeloid diff MLP GFP+ MAC1+ % 1.0.
For CC1(C)C2CCC(C2)C1(C)NC(=O)CNC1CCCCC1 (stereo not drawn) the results were M1AAP inhibition 0%, Myeloid diff MLP inactive, PMI inhibition -12%, CSM14.1 death rescue -1.7%, P. falciparum M17LAP -10%, TNAP activators 1.1, XIAP displacement -3.6%, LYP inhibition -3%, human PMI inhibition -7% and Myeloid diff MLP GFP+ MAC1+ % 0.4.
`CCN1CCN(c2ncc(C(=O)Nc3cc(Cl)ccc3OC)c3ccccc23)CC1` gave M1AAP inhibition 10%, Myeloid diff MLP inactive, PMI inhibition 1%, CSM14.1 death rescue -1.0%, P. falciparum M17LAP -4%, TNAP activators 1.1, XIAP displacement -5.1%, LYP inhibition -3%, human PMI inhibition 5% and Myeloid diff MLP GFP+ MAC1+ % 0.6.
Cc1ccc(C)c(NS(=O)(=O)c2cc(C(=O)NCCSC3CCCCC3)ccc2C)c1 was read as M1AAP inhibition 3%, Myeloid diff MLP inactive, PMI inhibition 26%, CSM14.1 death rescue -4.5%, P. falciparum M17LAP -3%, TNAP activators 1, XIAP displacement -1.6%, LYP inhibition 15%, human PMI inhibition 12% and Myeloid diff MLP GFP+ MAC1+ % 1.2.

Of the compounds above, 3 contain a furan ring, fused or not:
For Cc1cc(C)n(/N=C/c2ccco2)c(=O)c1C#N the results were M1AAP inhibition 6%, Myeloid diff MLP inactive, PMI inhibition 13%, CSM14.1 death rescue -0.9%, P. falciparum M17LAP 14%, TNAP activators 1.1, XIAP displacement -5.7%, LYP inhibition -2%, human PMI inhibition 1% and Myeloid diff MLP GFP+ MAC1+ % 0.0.
For O=C(CSc1ncnc2c1oc1ccccc12)Nc1ccccc1F the results were M1AAP inhibition 4%, Myeloid diff MLP inactive, PMI inhibition -1%, CSM14.1 death rescue -1.2%, P. falciparum M17LAP 1%, TNAP activators 1.1, XIAP displacement -19%, LYP inhibition 0%, human PMI inhibition -2% and Myeloid diff MLP GFP+ MAC1+ % 1.4.
Cc1cccc(OCC(=O)N/N=C/C=C/c2ccco2)c1 was read as M1AAP inhibition 18%, Myeloid diff MLP inactive, PMI inhibition 46%, CSM14.1 death rescue -2.7%, P. falciparum M17LAP 36%, TNAP activators 0.9, XIAP displacement -8.4%, LYP inhibition 0%, human PMI inhibition 19% and Myeloid diff MLP GFP+ MAC1+ % 1.0.
